Screening data (PubChem BioAssay)
MgcRacGAP inhibition: MgcRacGAP GTPase-activating activity inhibitors, confirmation, biochemical, ADP Hunter fluorescence. Rac GTPase-activating protein 1 (Homo sapiens). MgcRacGAP-stimulated Rac1 GTP hydrolysis, ADP Hunter fluorescence; higher % means a stronger effect; GST-tagged Rac1 F28L mutant substrate. inhibition, % at 30 µM, or IC50 in µM where a hit was titrated. 340,000 tested, 0.6% active;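 active = first-screen hits whose inhibition reached a set limit at any dose in the follow-up dose series; inconclusive = inhibition above the set first-screen limit but never retested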;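 also: fluorescence reports GDP produced by GAP-driven GTP hydrolysis; strong numbers were not always called active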
HIV peptide binding: inhibitors of HIV fusion peptide binding, primary screen, biochemical, uHTS, fluorescence dequenching (AID 1986) | cell-free peptide binding, fluorescence dequenching, 30 min; higher % means a stronger effect | inhibition, % at 20 µM, or IC50 in µM where a hit was titrated | 290,000 tested, 0.3% active; in the data active = inhibition mostly above about 52%, no sharp cut-off; inactive = mostly below about 76%; also: some results filed as inactive read as strong as hits
SIAH1 antagonists: Siah-1 peptide-binding antagonists, primary screen, biochemical, fluorescence polarization, rhodamine-plectin, uHTS (AID 1817); E3 ubiquitin-protein ligase SIAH1 (Homo sapiens); 290,000 tested, 0.02% active; one-dose displacement, % at 20 µM; IC50 in µM for titrated hits; Siah-1 / rhodamine-plectin peptide fluorescence polarization; higher % means a stronger effect;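 active = displacement of at least 50% at 20 µM, with a fluorescence ratio check between 0.3 and a set limit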;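 also: plate controls were Siah plus tracer with DMSO for no effect and tracer alone without Siah for full effect; strong numbers were not always called active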
AID2073: inhibitors of Mint1-CaV2.2 protein interaction, biochemical, HTRF (AID 2073). HTRF protein-protein interaction, Mint1-CaV2.2; higher % means a stronger effect. 290,000 tested, 0.19% active. inhibition, % at 20 µM, or IC50 in µM where a hit was titrated. Voltage-dependent N-type calcium channel subunit alpha-1B (Homo sapiens); in the data active = inhibition mostly above about 51%, no sharp cut-off; inconclusive = no clear call, values can overlap the other calls; inactive = mostly below about 53%; also: some results filed as inactive read as strong as hits
Dengue-2 NS5 capping: Dengue-2 NS5 methyltransferase inhibitors, primary screen, biochemical, confirmation dose response (AID 588689); Genome polyprotein (Dengue virus type 2 (strain 16681-PDK53)); Dengue-2 NS5 methyltransferase capping enzyme assay, biochemical; higher % means a stronger effect; inhibition, % at 25 µM; hits with a dose series show IC50 in µM; 340,000 tested, 0.3% active; in the data active = a potency from the dose series; inconclusive = inhibition above about 29% without an active follow-up result
XIAP antagonists: XIAP antagonists, biochemical, IAP family, fluorescence polarization (AID 1018). 200,000 tested, 0.007% active. XIAP BIR domain, fluorescence polarization peptide displacement; higher % means a stronger effect. displacement, % at 20 µM; hits with a dose series show IC50 in µM; in the data active = displacement above about 50%; also: a part of the inactive calls stands beside numbers as strong as those of hits
Large T inhibition: SV40 large T antigen inhibitors, biochemical (AID 1903). SV40 large T antigen ATPase/helicase inhibition assay; higher % means a stronger effect. inhibition, % at 20 µM, or IC50 in µM where a hit was titrated. 310,000 tested, 0.39% active; in the data active = a potency from the dose series; inconclusive = inhibition mostly from about 32% at the one dose, without a potency; inactive = the rest, 99 in 100 with inhibition below about 32%; also: strong numbers were not always called active
RSV CPE inhibition: RSV antiviral activity via CPE protection, HEp-2 cells, primary 10 µM value included (AID 2391); HEp-2 cells, RSV-induced CPE inhibition; higher % means a stronger effect; 310,000 tested, 0.13% active; CPE inhibition, % at 10 µM; hits with a dose series show IC50 in µM; in the data active = a potency from the dose series; inconclusive = CPE inhibition mostly from about 23% at the one dose, without a potency; inactive = the rest, 99 in 100 with CPE inhibition below about 21%; also: strong numbers were not always called active
LYP phosphatase: inhibitors of LYP phosphatase, biochemical, fluorescence intensity, uHTS (AID 1779). Tyrosine-protein phosphatase non-receptor type 22 (Homo sapiens). recombinant LYP phosphatase, fluorescence intensity; higher % means a stronger effect. inhibition, % at 11.5 µM, or IC50 in µM where a hit was titrated. 290,000 tested, 0.054% active; in the data active = inhibition above about 50%;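 also: plate controls were vehicle with enzyme for no effect and no enzyme for full effect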
Numbers without * were called inactive; ? = inconclusive; · = not tested or not shown.

MgcRacGAP inhibition | HIV peptide binding | SIAH1 antagonists | AID2073 | Dengue-2 NS5 capping | XIAP antagonists | Large T inhibition | RSV CPE inhibition | LYP phosphatase | molecule
4% | -2.3% | 0% | 4% | 0% | · | 9% | 0.2% | -2% | CC(=O)c1c[nH]c(C(=O)NCc2ccccc2Cl)c1
1% | -1.3% | -3% | 4% | -7% | -9.3% | 3% | -1.5% | -10% | CCn1c(=O)cc(SCC(=O)NCc2cccnc2)c2ccccc21
3% | -2.8% | 3% | 8% | -9% | -2.3% | -1% | 1.3% | -4% | COc1ccc(-c2cc(C(F)(F)F)nc(-n3cc(Br)cn3)n2)cc1
4% | 5.0% | -6% | 21% | -13% | · | 3% | 7.0% | -4% | CCOc1ccccc1NC(=O)c1ccc2[nH]c(C)c(C)c2c1
12% | -2.7% | 2% | 0% | 3% | -4.7% | 7% | 0.6% | 2% | O=C(NCc1ccco1)c1cc([N+](=O)[O-])ccc1N1CCOCC1
5% | 2.4% | -1% | -1% | -5% | · | 31% | 0.7% | -7% | CCOc1ncc(S(=O)(=O)N2CCN(CC)CC2)cc1C(=O)O
2% | -1.7% | 25% | 19% | -9% | · | 3% | 0.7% | -9% | CC(C)c1ccc(-c2c(NCCc3ccccc3)c(=O)c2=O)cc1
4% | · | · | · | 1% | · | 7% | 1.2% | · | Cc1cc(NC(=O)CSCC(=O)OC(C)C(=O)N(C)Cc2ccccc2)no1 (configuration not stated)
30µM* | 0.4% | 1% | -1% | -1% | · | 17% | -3.1% | -9% | CN(C)CCCNc1ncnc2sc(-c3ccccc3)cc12
4% | -1.1% | -4% | -9% | -4% | · | 5% | 4.5% | -8% | COc1ccc(N2CCCC2=N)c(OC)c1
10% | -0.8% | 1% | 7% | -5% | · | 8% | 1.1% | -8% | Cc1ccc2nc(N(CCN(C)C)C(=O)c3ccc4ccccc4c3)sc2c1
2% | 2.0% | 1% | -2% | -8% | -2.6% | 14% | ? | 0% | Cc1ccc(C(=O)Nc2cc(Cl)ccc2N2CCCCC2)s1
5% | -1.4% | 4% | 2% | -5% | -9.0% | 17% | 2.7% | 3% | COc1ccc(-c2noc(=O)n2CC(=O)N2CCC(Cc3ccccc3)CC2)cc1
8% | · | · | · | -6% | · | 9% | 0.8% | · | O=C(NCc1ccccc1)C1(C(F)(F)F)CC(CCCO)CCCO1 (configuration not stated)
2% | · | · | · | -2% | · | -1% | 8.6% | · | CC1CC(C)CN(C(=O)c2ccc(C(=O)c3ccccc3)cc2)C1 (configuration not stated)
1% | 0.8% | 3% | -1% | -6% | -3.7% | 5% | 0.5% | -5% | CC(=O)c1cccc(NC(=O)N2CCCC2C(=O)Nc2ccccc2C)c1 (configuration not stated)
-3% | 1.7% | -4% | 16% | -6% | -7.0% | 17% | 1.8% | -9% | O=C(NCCCN1CCCC1=O)c1cc(-c2cccnc2)nc2ccc(Cl)cc12
2% | -2.3% | 20% | 32% | -10% | -0.1% | 36% | 14% | 0% | Nc1c(C(=O)Nc2ccc(F)cc2)sc2nc(-c3ccco3)ccc12
4% | 2.7% | 5% | -3% | -1% | · | 11% | 1.7% | -4% | CNC(=O)c1ccc(NC(=O)C2CCN(c3ncnc4sc(C)c(C)c34)CC2)cc1
-1% | -1.3% | -6% | 20% | -8% | -4.8% | 7% | -3.5% | 0% | Cn1c(-c2ccc(Cl)cc2)ccc(C#N)c1=O
2% | -1.1% | 0% | ? | -11% | · | 10% | 1.8% | 3% | COc1ccc(C2=NS(=O)(=O)N(C)C(C(=O)Nc3cc(OC)c(OC)c(OC)c3)=C2)cc1
0% | · | · | · | -1% | · | 7% | -1.7% | · | CCN(CC(=O)Nc1c(F)cccc1F)C(=O)CSc1nc2ccccc2o1
-2% | -0.6% | 0% | -5% | -1% | -4.4% | 5% | 0.8% | -4% | CS(=O)(=O)N(CC(=O)N1CCCC1)c1cccc(Cl)c1Cl
3% | · | · | · | -3% | · | 6% | -1.5% | · | Cc1ccc(NC(=O)CNC(=O)c2sc3ccccc3c2Cl)nc1
-8% | 1.1% | 5% | 13% | -5% | · | -6% | 0.8% | -10% | COC(=O)CSc1nc2c(cnn2-c2ccc(Cl)cc2)c(=O)[nH]1
3% | 5.0% | -1% | 8% | -10% | · | -1% | 1.3% | -5% | CCOC(=O)c1ccc(N2C(=O)C=C(N3CCOCC3)C2=O)cc1
6% | · | · | · | -2% | · | 16% | 12% | · | O=C(NCC(c1ccco1)N1CCc2ccccc21)c1ccccc1Cl (configuration not stated)
9% | -0.9% | 8% | -1% | 2% | · | 26% | 0.4% | -7% | CCCn1c(SCC(=O)NCC)nc2sc3c(c2c1=O)CCC3
9% | 0.3% | 9% | -2% | -4% | -0.8% | 11% | -1.1% | -9% | CCOc1ccccc1NC(=O)CN1CCC(NC(=O)c2ccccc2)CC1
3% | 1.1% | 9% | -48% | -26% | · | 20% | · | -4% | CCOC(=O)c1c(NC(=S)Nc2ccc(OCC)cc2)sc2c1CCN(C)C2
5% | -0.8% | 2% | 9% | 6% | · | 14% | 0.7% | -6% | COc1ccc(C(=O)Nc2ccccc2C(=O)N2CCCCCC2)cc1OC
4% | 0.2% | -5% | 3% | 0% | 0.0% | 9% | ? | -7% | CCOC(=O)c1ccc(CNC(=O)c2cc(C(C)(C)C)oc2C)o1
1% | -2.2% | 11% | -11% | -11% | · | 16% | 2.5% | -9% | COc1cccc(CNC(=O)Cn2ncc3c(=O)oc4ccccc4c32)c1
6% | -0.1% | 1% | 10% | 0% | · | 9% | 0.6% | 2% | Cn1ncc([N+](=O)[O-])c1C(=O)Nc1ccccc1Cl
2% | 0.2% | 0% | 4% | -2% | -5.9% | 6% | 1.9% | 2% | O=C(Cn1cnc2ccccc2c1=O)NCc1cccs1
6% | 3.4% | 8% | -2% | -9% | -4.7% | 2% | 18% | 6% | COC(=O)c1c(NC(=O)CSc2ncnc3c2cnn3-c2ccccc2Cl)sc2c1CCCC2
11% | -0.7% | 1% | 1% | 4% | · | 5% | 0.0% | -8% | CCC(NC(=S)NC1CCCCC1)c1ccc(C)cc1 (configuration not stated)
8% | -1.0% | 10% | -2% | 2% | · | 12% | 4.1% | -7% | CCOC(=O)NC(=O)c1cn(Nc2ncc(Cl)cc2C(F)(F)F)c(=O)[nH]c1=O
0% | 1.4% | 1% | -2% | -2% | 4.2% | 9% | 0.0% | -2% | COc1ccc(C)cc1NC(=O)CCN1CCCC1
8% | -1.2% | 1% | 8% | -1% | -9.1% | -1% | 1.6% | 2% | COc1ccc(OCC(=O)NNC(=O)c2cccc(S(=O)(=O)N(C)C)c2)cc1
6% | -1.0% | -1% | -11% | -1% | -7.9% | 12% | 2.4% | -6% | Nc1nc(F)nc2c1ncn2[C@@H]1O[C@H](CO)[C@@H](O)[C@@H]1O
7% | -1.1% | 4% | 4% | -7% | · | 9% | 3.0% | -5% | Cc1ccc(S(=O)(=O)NCC(=O)OCC(=O)Nc2cccc(S(=O)(=O)NC3=NCCCCC3)c2)cc1C
1% | -0.5% | -3% | 33% | -10% | -6.2% | 26% | 5.0% | -2% | Oc1cccc(C2c3[nH]c4ccccc4c3CCN2Cc2cnn(-c3ccccc3)c2)c1 (configuration not stated)
5% | 1.4% | 9% | 28% | 0% | 0.1% | 19% | 2.3% | -1% | CCOC(=O)c1cnn2c(C(F)(F)F)cc(-c3ccco3)nc12
10% | -1.2% | -2% | 7% | -3% | · | 11% | 2.2% | -10% | COc1ccc(OCCC(=O)OCC(=O)NC(=O)NC2CCCCC2)cc1
1% | -1.3% | -10% | 8% | -5% | · | -5% | 0.0% | -9% | COc1ccc(C(=O)N2CCN(c3ncccn3)CC2)cc1
3% | 9.1% | 9% | -4% | 22% | · | ? | -0.1% | 0% | O=C(O)c1ccc(N/N=C/C(Br)=C/c2ccccc2)cc1
9% | -0.6% | 0% | 1% | -3% | 0.4% | -2% | 0.0% | -4% | COc1ccc(S(=O)(=O)N2CCCC(C(=O)N3CCN(C)CC3)C2)cc1C (configuration not stated)
6% | 0.4% | 3% | -36% | -12% | -5.8% | 7% | -0.4% | -3% | Cc1ccc(NC(=S)N(CCCN2CCOCC2)Cc2cccs2)c(C)c1
8% | -2.7% | -5% | -5% | 0% | · | 12% | 6.5% | -2% | CN(Cc1ccccc1)c1c([N+](=O)[O-])c(=O)n(C)c2ccccc12
8% | -0.4% | -4% | 2% | 1% | -6.9% | -26% | 1.1% | -3% | CC1CC(NC(=O)N(C)C)N(C)C(=O)N1 (configuration not stated)
-3% | -1.7% | 3% | -5% | -15% | · | 20% | 0.9% | -5% | COc1cc(-c2nc(CN3CCCCC3CCNC(C)=O)c(C)o2)ccc1F (configuration not stated)
· | 15% | 2% | 48% | · | -7.9% | 4% | 1.3% | 6% | CC(=C\c1ccccc1)/C=C1/SC(=S)N(CCC(=O)Nc2ccccn2)C1=O
-5% | 0.1% | -3% | 1% | -7% | -6.3% | 3% | 1.5% | -4% | C/C(O)=C/c1nc2ccccc2[nH]c1=O
7% | 0.6% | -1% | 2% | -10% | -2.7% | 8% | -0.2% | -10% | COc1ccc(C(CNC(=O)c2ccc(-n3cnnn3)cc2)N2CCOCC2)cc1 (configuration not stated)
· | -1.0% | -5% | 1% | · | · | 2% | 0.3% | -6% | CNC(=O)CC1C(=O)N(c2ccc(OC)cc2)C(=S)N1NC(=O)c1cccc(F)c1 (configuration not stated)
0% | · | · | · | -6% | · | 1% | 0.1% | · | Cc1ccc(N2CC(NS(=O)(=O)c3cccnc3)CC2=O)cc1 (configuration not stated)
9% | 0.9% | -2% | 15% | -2% | -0.5% | 4% | 0.2% | -11% | COc1ccc(C2Nc3ccccc3C(=O)N2NS(=O)(=O)c2ccccc2)cc1OC (configuration not stated)
5% | 1.2% | 6% | 0% | -10% | · | 15% | 0.6% | -12% | CCN1C(=NCC(C)C)N[C@@H](CCc2ccccc2)[C@H](C(=O)NCC(C)C)[C@H]1C
7% | -3.3% | -1% | 9% | -2% | -2.3% | 10% | 0.7% | -8% | COC(=O)CCC(=O)COc1ccccc1C#N

New compounds follow
MgcRacGAP inhibition | HIV peptide binding | SIAH1 antagonists | AID2073 | Dengue-2 NS5 capping | XIAP antagonists | Large T inhibition | RSV CPE inhibition | LYP phosphatase | molecule
13% | -0.1% | -2% | 17% | 45µM* | -1.8% | 12% | 1.1% | -10% | CCc1ccc(N2C(=O)C(Cl)=C(N3CCOCC3)C2=O)cc1
4% | -0.7% | 0% | -1% | -5% | -0.1% | 12% | 7.9% | 6% | CC/C(=N\OC(=O)c1ccc(OC(C)C)cc1)c1ccc(C)cc1
11% | -1.5% | 0% | -2% | -3% | -15% | 7% | 6.3% | -4% | S=C(NCCc1ccccc1)Nc1ccc(Cl)cc1Cl
10% | -0.2% | -4% | 0% | -4% | -4.8% | 13% | 2.6% | -9% | COc1ccc(C(c2c(O)nc(SC)n(C)c2=O)c2c(O)nc(SC)n(C)c2=O)cc1O
11% | 1.9% | 10% | 29% | -4% | · | 11% | 2.2% | -5% | C=CCNC(=O)N1CCCC(C(=O)c2cccc(OC(C)C)c2)C1 (configuration not stated)
